IkB sig inh = IkB Signaling; ABC-DLBCL IkBa-CBG/CBR dual luciferase ratio, 4 h; response scale: scaled: untreated 0%, proteasome inhibitor 100%; Potency, µM (titrated, usually from 57.1 µM), inactives show at the highest dose IkBa stabilization activation; hit rate 0.04% among 110,000; active = well fitted curve in the direction sought with a large enough effect in the signal ratio, not every such curve was filed as active; inconclusive = small, poorly fitted or top-dose-only effect, or a change in a side signal; the % refers to the signal ratio;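 note: the direction sought is a rising ratio; 0% = basal untreated cells and 100% = reference inhibitor full response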
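In this assay, an IκBα–CBG68 fusion accumulates when IKK-driven degradation is blocked; native CBR normalizes for cell number. OCI-Ly3 cells were treated 4 h with compound and doxycycline, then green and red light read after Chroma-Glo addition.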
Imprint erasure = qHTS Assay for Compounds that Induce Erasure of Genomic Imprints | mouse ES Peg3-LacZ reporter, beta-gal luminescence, 40 h | Potency, µM (series often up to 60.7 µM), for inactives: at the top dose activity change, positive = activation, usual class: activators | hit rate 0.02% among 110,000 | AID 1948, 2009;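 note: 0% = negative control wells on the plate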
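Imprint erasure is scored as LacZ activity from the silenced maternal Peg3 allele in feeder-free female ES cells cultured 40 h with LIF. Luminescence is normalized to in-plate negative controls and fitted to the Hill equation.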
p53ts 32C kill = qHTS Screen for Compounds that Selectively Target Cancer Cells with p53 Mutations: Cytotoxicity of p53ts Cells at the Permissive Temperature | H1299-p53A138V at 32C, ATP luminescence viability, 24 h | Potency, µM (titrated, usually from 46.1 µM), inactives show at the highest dose activity change, negative = cytotoxicity, hits mostly cytotoxic | hit rate 0.93% among 130,000;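 note: 0% = DMSO and -100% = full killing by reference compound; nearly all actives have a fitted effect of over 55% in size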
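Cells: H1299 p53ts (A138V), 600/well, pre-incubated 16–30 h at 37C. Cpd up to 46 uM, 24 h, 32C. Readout: ATPlite luminescence, 20 min RT. Normalization: DMSO vs tamoxifen 100 uM. AC50 by Hill equation.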
p53ts 39C kill = qHTS Screen for Compounds that Selectively Target Cancer Cells with p53 Mutations: Cytotoxicity of p53ts Cells at the Nonpermissive Temperature | H1299-p53A138V viability at 39C, ATP luminescence, 24 h | hit rate 1.5% among 130,000 | Potency, µM (titrated, usually from 46.1 µM), without a hit: at the top dose activity change, negative = cell killing, hits mostly cytotoxic; note: nearly all actives have a fitted effect of over 55% in size
Starred values were filed as active, the others as inactive; ? = inconclusive; . = no result given; [ ] = dose if it differs, or a comment. Unless noted, calls come from the whole dose curve; as a rule, active = well fitted curve in the direction sought with a large enough effect; inconclusive = small, poorly fitted or top-dose-only effect, or another doubt; inactive = no such curve, though single readings can be large; an effect the other way counts as inactive or inconclusive. Unless noted, % is set by controls: 0 for no effect and ±100 for the full control effect; potency is the fitted concentration of half-maximal effect.

SMILES	IkB sig inh	Imprint erasure	p53ts 32C kill	p53ts 39C kill
COc1cc(OC)cc(-c2nc(-c3ccc4c(c3)[nH]c(=O)n4C)no2)c1	0.5%	-8.4%[10.9 µM]	3.6%	2.5%
COc1cc(SC)ccc1C(=O)N1CCn2c3c(c4cc(C)ccc42)CCCC31 (stereo unspecified)	?	-13.6%[10.9 µM]	-5.5%	25.6%
CCc1nnc2sc(-c3cc(-c4ccccc4)nc4ccccc34)nn12	0.5%	11.3%	9.5%	2.2%
CC(=O)c1cccc(Nc2nc(-c3cccc(C)c3)nc3ccccc23)c1	?	-11.7%[10.9 µM]	?	?
COc1ccc(S(=O)(=O)N2Cc3ccccc3CC2C(=O)O)cc1OC (stereo unspecified)	1.8%	-0.2%	4.3%	11.6%
CCn1c(NCc2ccccc2Cl)nc2ccccc21	.	.	-21.3%	-17.1%
CC(C)Sc1nnc(CNC(=O)C23CC4CC(CC(C4)C2)C3)n1Cc1ccccc1	.	.	5.7%	14.4%
Cc1cccc(-c2nc(CS(=O)CC(=O)N3CCc4ccccc4C3)c(C)o2)c1 (stereo unspecified)	-3.2%	-20.8%	7.6%	-0.9%
COc1ccc(N2C(=O)c3ccc(C(=O)OC(C)C)cc3C2=O)cc1	.	.	-6.6%	9.2%
COc1ccc(C2=NOC(C(=O)N3CCOCC3)C2)cc1OC (stereo unspecified)	-1.1%	-6.0%	-9.8%	0.1%
Cc1ccc(-c2nnn(CC(=O)N(c3ccccc3F)C(C(=O)NC3CCCC3)c3ccco3)n2)o1 (stereo unspecified)	0.6%	-9.7%	4.2%	-3.8%
CC1CC(C)CN(C(=O)COc2ccc(-c3nnco3)cc2)C1 (stereo unspecified)	-1.3%	-9.2%	-5.2%	-5.7%
CC(=O)N(c1c(C)n(C)n(-c2ccccc2)c1=O)C1(C(=O)NC2CCCC2)CCCCC1	0.6%	-18.8%	-0.4%	-9.3%
CCSc1nnc2c(n1)OC(C)(C)Nc1ccccc1-2	0.9%	4.8%	-1.5%	-6.3%
CCOC(=O)SC1=N/C(=C\c2ccc(N(C)C)cc2)C(=O)S1	?	-13.4%	0.1%	-6.6%
O=C(CCn1cnc2onc(-c3ccc(F)cc3)c2c1=O)N1CCN(c2ccc(F)cc2)CC1	?	-10.2%[10.9 µM]	13.6%	-6.0%
O=C(NCc1ccccc1Cl)C1CCN(S(=O)(=O)N2CCC3(CC2)OCCO3)CC1	0.0%	-11.5%	2.3%	7.1%
CC(C)(C)OC(=O)N1CCC(c2c(C(=O)NC3CCN(Cc4ccccc4)CC3)cnn2-c2cccc(F)c2)CC1	?	-6.2%[10.9 µM]	4.9%	?
Nc1cccc(-n2nncc2-c2ccc(Cl)cc2)c1	-0.7%	-9.4%	9.8%	1.9%
Cc1nn2c(-c3cccc(NC(=O)CSc4nc5ccccc5o4)c3)nnc2c2ccccc12	-2.8%	-4.5%	-3.4%	4.6%
Cc1ccccc1S(=O)(=O)Cc1ccc(C(=O)NCCN2CCCCC2C)o1 (stereo unspecified)	0.3%	-20.5%	-8.5%	-15.2%
O=C(CC1N=C2c3ccccc3N=C(SCc3ccc(Cl)cc3)N2C1=O)NCCc1ccccc1 (stereo unspecified)	?	-8.7%[10.9 µM]	8.7%	-3.3%
COCCNc1ncnc2ccc(-c3cccc(NS(C)(=O)=O)c3)cc12	-0.3%[11.4 µM]	-4.7%	5.2%	-11.4%
O=C(c1cnn2c(C(F)(F)F)cc(-c3cccs3)nc12)N1CCN(C(c2ccccc2)c2ccccc2)CC1	.	.	4.0%	15.8%
O=C(CN1CCOCC1)Nc1cccc(Cl)c1Cl	0.3%	-4.9%	6.0%	11.9%
Other compounds:
SMILES	IkB sig inh	Imprint erasure	p53ts 32C kill	p53ts 39C kill
Cc1cc(C)cc(OC(=O)c2cc(-c3ccc4c(c3)OCCO4)on2)c1	1.7%	-19.3%[10.9 µM]	?	12.6µM*
COC(=O)c1cccc(OCC(O)Cn2cnc3cc(C)c(C)cc32)c1 (stereo unspecified)	4.9%	-19.6%	7.0%	-13.0%
O=C(CCS(=O)(=O)c1ccccc1)N(Cc1cccnc1)c1nc2ccc(Cl)cc2s1	?	15.5%[10.9 µM]	0.5%	-15.6%
CC1CN(C(=O)N2c3ccccc3Sc3ccccc32)C(C)CC1=O (stereo unspecified)	1.9%	-12.5%	32.0%[activator]	22.8%
CC1=C(C(=O)OCc2ccc(C)cc2)C(c2ccccc2C(F)(F)F)CC(=O)N1 (stereo unspecified)	?	-10.9%[10.9 µM]	-16.8%	?
CCN(CC)CCCNC(=O)c1nn(-c2ccc(OC)cc2)c(=O)c2c1c1ccccc1n2C	0.0%	3.1%[10.9 µM]	1.0%	11.3%
CCN1CCCC1CNC(=O)c1csc2c1CCCC2 (stereo unspecified)	-2.5%	-25.2%	-8.6%	-9.9%
COc1ccc(OC)c(N(CC(=O)Nc2ccccc2)S(C)(=O)=O)c1	0.8%	.	-14.5%	0.1%
Clc1cccc(C2=NC(c3cccs3)=Nc3ccc(Br)cc3N2)c1	?	10.1%[10.9 µM]	0.2%	?
CCC(=O)N1c2ccccc2CC1C(=O)NCCCN1CCN(c2cccc(Cl)c2)CC1 (stereo unspecified)	0.8%	-13.2%[10.9 µM]	-1.9%	-21.8%
CC(=O)N(CCc1ccccc1C)Cc1cc2cc3c(cc2[nH]c1=O)OCO3	0.1%	-3.2%	5.5%	-1.2%
COc1ccc(-c2cc(C(=O)N3CCN(c4ccccc4)CC3)no2)cc1	?	-9.2%[10.9 µM]	?	-21.2%
O=C(c1nc2ccc([N+](=O)[O-])cc2[nH]c1=O)[C@@H](O)c1ccc2c(c1)OCO2	2.0%[11.4 µM]	-11.9%[10.9 µM]	7.4%[9.22 µM]	10.2%[9.22 µM]
Cc1cc(-c2nc3ncccc3o2)ccc1NC(=O)COc1ccccc1C	0.2%	-8.4%[10.9 µM]	4.8%	26.5%
c1ccc2c(c1)CNC1(CCCCC1)C2	-1.0%	-16.1%	-8.8%	-5.9%
CCOc1ccccc1C1C(C(=O)Nc2ccccc2OC)=C(C)Nc2nnnn21 (stereo unspecified)	0.5%	-9.1%	1.6%	-9.9%
CC1=C(c2ccc(C)cc2)S(=O)(=O)N(Cc2ccc(C(=O)NCc3ccccc3F)cc2)C1=O	-4.6%	-10.1%[10.9 µM]	11.9%	-11.9%
Cn1c(N)c(C(=O)COC(=O)Cc2ccsc2)c(=O)n(C)c1=O	2.0%	-5.4%	7.1%	-6.8%
CCn1cc(C2=NOC(C(=O)Nc3ccc4c(c3)OCO4)C2)c(C)n1 (stereo unspecified)	.	.	1.4%	-3.5%
CCOc1ccccc1NC(=O)C1CCN(S(=O)(=O)c2ccc3c(c2)CC(C)N3C(C)=O)CC1 (stereo unspecified)	0.4%	-6.0%[10.9 µM]	5.4%	-3.7%
COc1ccc(-c2nnc(SCC(=O)N3CCc4ccccc4C3)o2)cc1	?	-3.5%	-8.1%	-25.4%
O=C(c1ccc(CSc2nc3ccncc3n2Cc2cccc(F)c2)cc1)N1CCCCC1	?	4.4%[10.9 µM]	-1.6%	-10.0%
O=C(COc1ccc(S(=O)(=O)NC2CCCCC2)cc1)NCc1ccccn1	2.6%	-13.8%	9.9%	11.0%
COc1ccc(NC(=O)c2ccccc2Cl)cc1NC(=O)CN1CCOCC1	-2.1%	-6.1%	-5.7%	-1.8%
N#Cc1ccccc1Cn1c(=O)n(Cc2ccc(C(=O)NCc3ccco3)cc2)c(=O)c2sccc21	17.1%	-3.9%	-0.6%	-8.4%

An excerpt of these results, with bars between the fields.
SMILES | IkB sig inh | Imprint erasure | p53ts 32C kill | p53ts 39C kill
COc1cc(OC)cc(-c2nc(-c3ccc4c(c3)[nH]c(=O)n4C)no2)c1 | 0.5% | -8.4%[10.9 µM] | 3.6% | 2.5%
COc1cc(SC)ccc1C(=O)N1CCn2c3c(c4cc(C)ccc42)CCCC31 (stereo unspecified) | ? | -13.6%[10.9 µM] | -5.5% | 25.6%
CCc1nnc2sc(-c3cc(-c4ccccc4)nc4ccccc34)nn12 | 0.5% | 11.3% | 9.5% | 2.2%
CC(=O)c1cccc(Nc2nc(-c3cccc(C)c3)nc3ccccc23)c1 | ? | -11.7%[10.9 µM] | ? | ?
COc1ccc(S(=O)(=O)N2Cc3ccccc3CC2C(=O)O)cc1OC (stereo unspecified) | 1.8% | -0.2% | 4.3% | 11.6%
CCn1c(NCc2ccccc2Cl)nc2ccccc21 | . | . | -21.3% | -17.1%
CC(C)Sc1nnc(CNC(=O)C23CC4CC(CC(C4)C2)C3)n1Cc1ccccc1 | . | . | 5.7% | 14.4%
Cc1cccc(-c2nc(CS(=O)CC(=O)N3CCc4ccccc4C3)c(C)o2)c1 (stereo unspecified) | -3.2% | -20.8% | 7.6% | -0.9%
COc1ccc(N2C(=O)c3ccc(C(=O)OC(C)C)cc3C2=O)cc1 | . | . | -6.6% | 9.2%
COc1ccc(C2=NOC(C(=O)N3CCOCC3)C2)cc1OC (stereo unspecified) | -1.1% | -6.0% | -9.8% | 0.1%
Cc1ccc(-c2nnn(CC(=O)N(c3ccccc3F)C(C(=O)NC3CCCC3)c3ccco3)n2)o1 (stereo unspecified) | 0.6% | -9.7% | 4.2% | -3.8%

(listing goes on)
SMILES	IkB sig inh	Imprint erasure	p53ts 32C kill	p53ts 39C kill
Cc1ccc(NC(=O)N2CCN(c3ccc(Cl)c(Cl)c3)CC2)cc1	?	-10.2%[10.9 µM]	13.2%	?
CCC(=O)N1CCN=C1SCc1ccc(F)cc1	-1.5%	-5.9%	-6.6%	-8.1%
CCOC(=O)N1CCN(S(=O)(=O)c2ccc(C(=O)Nc3nc4ccc(F)cc4s3)cc2)CC1	8.6%	-19.3%	-22.9%	-6.2%
C=Cc1ccccc1Cl	0.3%	3.7%	5.2%[1.84 µM]	6.5%
CCOC(=O)N1CCN(C(=O)CCCOc2ccccc2)CC1	0.2%	-26.7%	3.7%	8.9%
OCc1nc2ccccc2n1CC(O)Cn1ccc2ccccc21 (stereo unspecified)	?	-7.6%	-0.2%	1.1%
CCOc1ccc(Nc2nnc(-n3nc(C)cc3C)c3ccccc23)cc1	-0.7%	5.8%[10.9 µM]	-8.1%	?
COc1ccc(OCC(O)CNCc2ccco2)cc1 (stereo unspecified)	2.7%	-36.2%[inhibitor]	5.5%	10.4%
COC(=O)NCc1cc2cc(Cl)ccc2[nH]1	-1.9%	-4.8%	-3.3%	1.5%
Cc1cccc(-n2nc3c(c2NC(=O)c2ccc(S(=O)(=O)N4CCOCC4)cc2)CSC3)c1C	7.4%	4.4%	-5.1%	0.2%
Cc1ccc(S(=O)(=O)n2nc(OC(=O)c3cccs3)cc2N)cc1	?	.	-9.2%	7.2%
O=C(c1ccc(Cn2cc(Cl)cn2)o1)N1CCN(Cc2ccc3c(c2)OCO3)CC1	2.8%	-15.5%	-1.2%	-28.2%
Cc1cc(NC(=O)CCNS(=O)(=O)c2ccc3c(c2)oc(=O)n3C)ccc1Br	?	-10.2%[10.9 µM]	2.4%	6.8%
CC1(C)NC(=O)N(CN2C(=O)NC(C)(C)C2=O)C1=O	0.1%	17.1%	7.0%	3.0%
C=CCn1c(SCC#N)nc2ccccc2c1=O	-1.1%	3.1%	0.5%	-3.2%
COc1ccc(CN(C)CC(=O)Nc2ccc(N3CCOCC3)cc2)cc1OC	.	.	4.1%	2.6%
Cc1oc2cc3oc(=O)c4c(c3cc2c1C)CCC4	-1.9%	-9.5%	2.8%	-15.1%
Cc1ccc(-c2nn(CC(=O)NC3CCCC3)c3c2cnc2ccccc23)cc1	-0.6%	6.8%[10.9 µM]	14.8%	9.3%
N#CCCCCN1c2cccc3cccc(c23)S1(=O)=O	-1.6%	-7.7%	9.2%	-22.9%
COc1cccc(NC(=O)[C@@H]2CCCN2C(=O)C2CCN(S(=O)(=O)c3ccc(C)cc3)CC2)c1	7.1%	-10.2%	9.9%	7.8%
COc1ccc(-c2cc(-c3ccc(OC)cc3)c(C#N)c(SC)n2)cc1	.	.	-2.0%	-7.8%
CSC1(SC2=NCCN2)SC2(NCCN2)S1	1.0%[11.4 µM]	-4.8%[10.9 µM]	-2.9%[9.22 µM]	-4.7%[9.22 µM]
CCOC(=O)N1CCN(C(=O)COc2ccc(Br)cc2)CC1	0.4%	-1.0%	2.1%	10.0%

Screening data as filed in PubChem BioAssay.
